# Source: PubChem
# PGK inhibitor = blocks T. brucei phosphoglycerate kinase; P07378; PGK/GAPDH coupled, Kinase-Glo luminescence, 60 min; Potency, µM (top dose mostly 57.5 µM), for the others: at the top dose activity change, negative = inhibition, most hits filed as inhibitors; 380,000 tested, 0.043% active; AID 602233; further: on the % scale 0 is the no-effect control and ±100 the full control effect; nearly all actives have a fitted effect of over 60% in size
# Target sequence (P07378 whole entry, looked up): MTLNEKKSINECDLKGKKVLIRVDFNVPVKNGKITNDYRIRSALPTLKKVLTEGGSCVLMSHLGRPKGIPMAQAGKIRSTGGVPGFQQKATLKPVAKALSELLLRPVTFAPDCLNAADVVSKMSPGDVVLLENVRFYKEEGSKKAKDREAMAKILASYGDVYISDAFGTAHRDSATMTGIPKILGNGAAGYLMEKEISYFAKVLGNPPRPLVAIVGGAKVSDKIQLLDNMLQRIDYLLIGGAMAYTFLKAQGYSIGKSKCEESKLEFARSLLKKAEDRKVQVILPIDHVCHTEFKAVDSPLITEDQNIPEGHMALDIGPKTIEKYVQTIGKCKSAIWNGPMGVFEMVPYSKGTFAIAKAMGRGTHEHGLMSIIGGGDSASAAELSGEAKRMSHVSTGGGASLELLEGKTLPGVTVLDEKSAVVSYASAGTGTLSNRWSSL
#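 Recombinant glycosomal PGK reaction used 1,3-bisphosphoglycerate generated in-well by GAPDH (100nM final) in 100mM TEA pH 7.6, 5mM MgCl2, 0.01% Tween-20. After 60 minutes at room temperature, ATP was read by Kinase-Glo Plus luminescence end-point.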
# BLM helicase inh = inhibitors of human Bloom syndrome helicase BLM. 350,000 tested, 0.2% active. AID 2528. recombinant BLM DNA unwinding, fluorescence dequenching. P54132. Potency, µM (titrated, usually from 56.1 µM), without a hit: top-dose activity change, negative = inhibition, actives largely listed as inhibitors;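 further: plate controls were vehicle for no effect and no enzyme for full effect; nearly all actives have a fitted effect of over 35% in size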
# GLS inh = glutaminase GLS (human) inhibition; O94925; GLS enzymatic activity, qHTS titration; Potency, µM (doses to about 45.5 µM), for inactives: at the highest dose activity change, negative = inhibition, actives largely listed as inhibitors; 410,000 tested, 0.21% active; further: on the % scale 0 is the no-effect control and ±100 the full control effect
#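 Human kidney-isoform GLS in 45 mM KH2PO4 pH 8.2, 0.02% Tween-20, with compound, started with 1mM L-Glutamine (added stock). Glutamate oxidase/HRP/Amplex red coupled fluorescence read at start and after 30 min at RT.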
# G9a block = inhibitors of human histone lysine methyltransferase G9a | AID 504332 | G9a H3K9 monomethylation, AlphaScreen, 2 h | Potency, µM (top dose mostly 102 µM), for inactives: at the top dose activity, negative = inhibition, most hits filed as inhibitors | 350,000 tested, 8.8% active; further: on the % scale 0 is the no-effect control and ±100 the full control effect; nearly all actives have a fitted effect of over 75% in size
# Target sequence (Q96KQ7 913-1193 limits assumed): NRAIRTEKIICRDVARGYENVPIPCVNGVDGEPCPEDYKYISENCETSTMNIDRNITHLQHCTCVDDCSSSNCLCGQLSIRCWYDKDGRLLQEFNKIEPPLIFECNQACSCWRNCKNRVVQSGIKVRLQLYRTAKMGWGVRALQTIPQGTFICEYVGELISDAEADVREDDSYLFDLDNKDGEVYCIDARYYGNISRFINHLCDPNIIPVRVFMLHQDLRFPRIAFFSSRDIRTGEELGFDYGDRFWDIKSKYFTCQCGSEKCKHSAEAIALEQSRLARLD
#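 Enzyme 20 nM + cpd, 15 min RT; add b-H3K9 pep 500 nM / SAM 20 uM; 2 h RT; anti-H3K9me1 Ab 0.5 ug/mL + SA donor / anti-rabbit acceptor beads 20 ug/mL each, 10 min; AlphaScreen read.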
# JMJD2A Tudor inh = blocks the human JMJD2A Tudor domain; O75164; AlphaScreen JMJD2A-Tudor / H3K4me3 peptide binding; Potency, µM (doses to about 114 µM), for the others: at the highest dose activity change, negative = inhibition, usual class: inhibitors; 390,000 tested, 4.4% active; AID 504339; further: on the % scale 0 is the no-effect control and ±100 the full control effect; nearly all actives have a fitted effect of over 50% in size
# HP1b chromo inh = inhibitors of HP1-beta chromodomain binding to methylated histone tails | P83916 | AlphaScreen HP1-beta / biotin-H3K9me3 peptide binding | Potency, µM (titrated, usually from 114 µM), without a hit: at the highest dose activity change, negative = inhibition, hits mostly inhibitors | 390,000 tested, 0.56% active | AID 540317; further: nearly all actives have a fitted effect of over 70% in size; inactives centre near 23
# Target sequence (P83916 whole entry, looked up): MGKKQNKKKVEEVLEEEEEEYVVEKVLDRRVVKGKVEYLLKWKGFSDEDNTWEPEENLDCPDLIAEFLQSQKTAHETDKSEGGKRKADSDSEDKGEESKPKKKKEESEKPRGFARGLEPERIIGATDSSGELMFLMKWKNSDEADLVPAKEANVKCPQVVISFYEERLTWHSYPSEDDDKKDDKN
#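 HP1-beta protein (50 nM final) preincubated 30 min at room temperature with biotinylated H3(1-18)K9me3 peptide (50 nM) in PBS pH 7.4, 0.01% Tween-20, then compound added for 30 min. AlphaScreen streptavidin donor/nickel chelate acceptor beads (10 ug/mL final), 30 min dark, luminescence read.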
# BAZ2B inh = inhibitors of human BAZ2B bromodomain; AlphaScreen BAZ2B-H3K14Ac peptide displacement; Potency, µM (titrated, usually from 114 µM), for the others: at the highest dose activity change, negative = inhibition, usual class: inhibitors; 360,000 tested, 4.4% active; further: on the % scale 0 is the no-effect control and ±100 the full control effect; nearly all actives have a fitted effect of over 60% in size
#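 Protein-peptide AlphaScreen: BAZ2B 50 nM, b-H3K14Ac 50 nM, 1x PBS pH 7.4 + 0.01% Tween-20. Preincubation 30 min RT; cpd 30 min RT (top 110 uM); beads 20 min RT, light-protected.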
# Pol iota inh = blocks human DNA polymerase iota activity. Q9UNA4. Pol iota fluorescent replication assay, 10 min. Potency, µM (series often up to 115 µM), for the others: top-dose activity, negative = inhibition, most hits filed as inhibitors. 390,000 tested, 1% active
#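 Pol iota at 10 nM preincubated 15 min with compounds at room temperature; reaction started with fluorescent substrate, 50 nM final. Fluorescence read kinetically at 0 and 10 min; buffer-only wells as negative control.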
# Pin1 inhibitor = inhibitors of human Pin1 | Q13526 | Pin1 FP peptide displacement, HiFluor488, 10 min | Potency, µM (series often up to 115 µM), inactives show top-dose activity, negative = inhibition, hits mostly inhibitors | 390,000 tested, 0.009% active | AID 504891; active means well fitted inhibition curve with a large enough effect in the polarisation, with a control signal flat, not every such curve was filed as active; inconclusive means small, poorly fitted or top-dose-only effect, or effect the other way, or a change in a side signal; inactive means no such curve, though single readings can be large or run the other way; the % refers to the polarisation; further: on the % scale 0 is the no-effect control and ±100 the full control effect
# Target sequence (Q13526 whole entry, looked up): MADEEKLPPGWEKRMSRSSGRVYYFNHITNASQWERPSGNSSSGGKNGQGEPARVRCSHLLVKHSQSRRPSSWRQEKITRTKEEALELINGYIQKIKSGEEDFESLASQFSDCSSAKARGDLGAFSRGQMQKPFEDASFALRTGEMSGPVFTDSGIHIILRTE
# * marks the source's active call; other numbers are inactive results; i = inactive; ? = inconclusive; . = no result given; & = joins results of further samples; [ ] = dose if it differs, or a comment. Unless noted, the call rests on the fitted dose curve; in most records, active means well fitted curve in the direction sought with a large enough effect; inconclusive means small, poorly fitted or top-dose-only effect, or another doubt; inactive means no such curve, though single readings can be large; an effect the other way counts as inactive or inconclusive. Potency means the concentration at half of the fitted maximal effect. A portion of the library (hit frequency here may not be typical).
SMILES,PGK inhibitor,BLM helicase inh,GLS inh,G9a block,JMJD2A Tudor inh,HP1b chromo inh,BAZ2B inh,Pol iota inh,Pin1 inhibitor
CCCCOC(=O)Cn1c2ccc(OC)cc2c2nc3ccccc3nc21,-5%,-14%,1%,-17%[59 µM],-34%,32%[activator],-3%,26%,?
O=C(NC1CCC(O)CC1)C1CCN(S(=O)(=O)c2c(Cl)cccc2Cl)CC1 (stereo unspecified),-9%,.,-6%,-2%[59 µM],-6%,16%,1%,-20%,0%
Cc1cccc(NC(=O)CCc2ccccc2)c1C,-6%,-4%,1%,.,-12%,26%,-3%,85%[activator],-1%
COc1ccc(NC(=O)CCN2CCN(CCO)CC2)cc1,9%,-2%,6%,7%[59 µM],-11%,16%,1%,?,-5%
N#CC1(C#N)CC(C=O)=C(N)C1(C#N)CC(=O)c1ccc(F)cc1 (stereo unspecified),i,-3%,3%,32µM*,-9%[57.1 µM],-18%,-33%,2%,?
N#Cc1cnc(SCC(=O)N2CCCC2)nc1N,i,-2%,0%,28%,-15%,41%[activator],-2%,11%,-8%
Cc1cc(F)ccc1S(=O)(=O)Nc1ccc(C(=O)N2CCCCC2)cc1,-2%,.,6%,.,-18%,6%[57 µM],.,43%[activator],-4%
CC(C)(C)NC(=O)CN(C(=O)C1CSC(=O)C1)c1ccccc1F (stereo unspecified),i,-8%,-6%,32%[59 µM],-6%,26%,?,44%[activator],15%
COc1ccc([N+](=O)[O-])cc1NC(=O)C(C)Sc1nc(C)c(C)c(C)n1 (stereo unspecified),i,2%,-16%,-14%[59 µM],-24%,11%,-7%,2%,0%
c1ccc(-n2cccc2)c(N2CCCCC2)c1,21%,0%,-6%,60%[activator][59 µM],20%,47%[activator],28%,53%[activator],8%
NC(=O)COC(=O)CC12CC3CC(CC(C3)C1)C2,-10%,-3%,2%,41%,5%[57.1 µM],41%[activator],-5%,163%[activator],1%
Cc1cc(OCC(=O)Nc2ccc(Br)cc2)cc2c1C(=O)CC(C)(C)O2,-1%,-11%,-3%,12%,-14%,-15%,8%,41%[activator],9%
Cc1ccc(OCCN(C)C(=O)C2CCC(=O)N(CCCN3CCCC3=O)C2)cc1 (stereo unspecified),-4%,1%,-10%,26%,1%,55%[activator],1%,-11%,0%
CC(=O)n1c(=O)c2ccccc2c(=O)n1-c1ccccc1,-1%,-1%,125%[activator],-45%,4%,30%,1%,90%[activator],-1%
CCOC(=O)Cc1csc(NC(=O)COc2ccc(C)c(C)c2)n1,8%,-4%,-1%,.,-4%,49%[activator],1%,54%[activator],0%
Cc1cc2ccccc2c(=O)n1CC(=O)NCC(=O)N1CCN(c2cccc(Cl)c2)CC1,-8%,-1%,4%,4%,-2%,26%,0%,5%,?
COc1ccc(CCNC(=O)c2cc(C)oc2C)cc1,i,0%,7%,3%,-26%,18%,-26%,10%,1%
COc1ccccc1CN1CCCC(CN(CCN(C)C)C(=O)c2ccc(C)cc2)C1 (stereo unspecified),-9%,-11%,-1%,35%,-25%,26%,-24%,2%,2%
CCn1nc(Cc2cccc3ccccc23)c(C#N)c1N,1%,.,4%,.,-23%,20%,.,10%,-5%
CCOC(=O)c1sc(=NC(=O)CCSc2ccccc2)n(C)c1C,-3%,-5%,-16%,-8%[59 µM],4%,25%,-3%,105%[activator],-3%

# Reprinted from the part before: two compounds; new compounds follow.
SMILES,PGK inhibitor,BLM helicase inh,GLS inh,G9a block,JMJD2A Tudor inh,HP1b chromo inh,BAZ2B inh,Pol iota inh,Pin1 inhibitor
CCn1nc(Cc2cccc3ccccc23)c(C#N)c1N,1%,.,4%,.,-23%,20%,.,10%,-5%
CCOC(=O)c1sc(=NC(=O)CCSc2ccccc2)n(C)c1C,-3%,-5%,-16%,-8%[59 µM],4%,25%,-3%,105%[activator],-3%
Cc1cccc(N(CC(=O)NCc2ccco2)C(=O)CCC(=O)Nc2nccs2)c1C,-2%,-2%,0%,-1%,-15%,2%,-9%,11%,0%
CNCC/C=C1/c2ccccc2CSc2ccccc21,9%,-5%,3%,?,-3%,49%[activator],7%,11%,0%
O=C(NNC(=O)c1ccccc1F)c1ccco1,0%,-6%,9%,27%,-12%,3%,7%,-11%,-7%
Cc1ccc(C2c3[nH]c4ccccc4c3CCN2C(=O)c2cccc(C)c2)cc1 (stereo unspecified),i,-9%,0%,?,?,10%[57 µM],-2%,21%,10%
COc1ccc(NC(=O)CSc2nnc3scc(-c4ccc(Cl)cc4)n23)cc1,.,2%,-2%,35%[activator][59 µM],-4%,74%[activator],3%,4%,1%
CCN(CC)S(=O)(=O)c1cccc(C(=O)N/N=C/c2cc(OC)c(O)c(OC)c2)c1,-9%,-4%,42%[activator],10µM*,-20%,15%,1%,-7%,1%
CC(C)N1C(=O)C2ON(c3ccccc3)C(c3cccs3)C2C1=O (stereo unspecified),-6%,-4%,17%,-5%[59 µM],8%,50%,1%,18%,5%
Cc1ccccc1OCC(=O)NC(=S)Nc1ccc2c3c(cccc13)CC2,-2%,-2%,?,26%[12.7 µM],-29%[11.4 µM],-2%,11%,?,?
O=C(NCCN1CCNC1=O)C1CCC(=O)N(CCc2ccc(Cl)cc2)C1 (stereo unspecified),-5%,-1%,-2%,6%[12.7 µM],-8%,67%[activator],1%,-4%,-2%
CC(=O)N(c1ccc(Cl)cc1)c1nc(C)cc(C)c1C#N,-4%,-4%,14%,-4%,-16%,14%,3%,87%[activator],14%
Cn1c(=O)c(=O)n(C)c2cc(S(=O)(=O)N3CCCC3C(=O)Nc3ccccc3F)ccc21 (stereo unspecified),-4%,1%&-4%,0%&-2%,4%,-14%&-16%,33%&35%,-1%&1%,13%&5%,-3%&-2%
CCOc1ccc(NC(=O)CC2C(=O)N(c3ccccc3)C(=O)N2C2CCCCC2)cc1 (stereo unspecified),i,-1%,-2%,-32%[59 µM],-25%,16%,-4%,-5%,-2%
O=C(NC1=NCCS1)c1ccc(C(F)(F)F)cc1,-3%,-5%,-3%,11%[2.33 µM],-6%,35%,0%,16%,10%
CCOc1ccc(Sc2cc(C(=O)NCc3ccccc3Cl)c3ccccc3n2)cc1,-2%,-4%,-7%,0%[59 µM],-15%,32%,3%,29%,-5%
COc1ccc(NC(=O)N2CCN(c3ccc([N+](=O)[O-])cc3)CC2)cc1,-4%,-3%,-2%,.,-7%,33%,3%,-1%,0%
Cc1nc2ccccc2n1Cc1ccc(Cl)cc1,0%,-2%&-4%,0%&2%,-16%[12.7 µM],-13%,31%[activator],4%,-7%,0%
CCCC1=C(C(=O)OCC)C(c2ccco2)n2ncnc2N1 (stereo unspecified),2%,-1%,-10%,-8%[59 µM],-21%,24%,-38%,-1%,3%
CS(=O)(=O)N1CCN(c2ccc(Cl)cc2[N+](=O)[O-])CC1,i,1%,4%,-3%[59 µM],-13%,10%,-3%,15%,4%
COc1ccc(OC)c(-c2csc(-c3c(N)c(C(=O)c4ccccc4)n4ccccc34)n2)c1,.,-1%,-1%,6%[59 µM],-11%,43%,-1%,1%,46%[activator]
CC(C)(C)c1ccc(C(=O)NC(=S)NNC(=O)COc2ccccc2)cc1,i,-3%,1%,25µM*,?,-18%,?,38%[activator],-5%
CCCCN(CC)C(=O)CSc1nc2ccccc2c(=O)n1CC1COc2ccccc2O1 (stereo unspecified),4%,-4%,.,12%[59 µM],7%,36%,4%,19%,-1%
C=CCN1C(=O)C(C)(C)N(C(C)=O)c2ccccc21,.,2%,-6%,11%,-12%,77%[activator],-2%,26%,10%
Nc1cc2[nH]c(=O)c3ccccc3c2cc1Br,-9%,.,-10%,.,-5%,35%,.,4%,-3%
COc1ccc(C(=O)CCNc2ccc(C)c(Cl)c2)cc1,i,-2%,3%,16%,-9%,39%[activator],4%,13%,-2%
CCC(C)S(=O)(=O)c1oc(-c2ccc(F)cc2)nc1S(=O)(=O)c1ccc(F)cc1 (stereo unspecified),10%,-8%,-12%,-3%[59 µM],-7%,49%[activator],-13%,-12%,?
Clc1ccc(NCc2nncn2-c2ccccc2)cc1,-7%,-1%,21%,16%[2.33 µM],-2%,43%[activator],2%,-4%,-4%
O=[N+]([O-])c1cccc(-c2nc(-c3ccccc3)no2)c1,i,-1%,3%,.,-30%,-21%,-11%,22%,-6%
CC(=O)C[C@H]1c2cc(C(F)(F)F)ccc2S(=O)(=O)N1c1ccc(N(C)C)cc1,-7%,.,0%,.,?,-1%,.,31%&8%,-5%
COc1ccccc1CNC(=O)C1CSC2(C)CCC(=O)N12 (stereo unspecified),-6%,.,-4%,11%[12.7 µM],1%,33%,-3%,-20%,4%
CC(C)N(C(=O)Cn1cc(S(=O)(=O)Cc2ccc(C(F)(F)F)cc2)c2ccccc21)C(C)C,-8%,-4%,8%,6%[59 µM],3%,38%,0%,2%,-3%
C=C1C(=O)O[C@@H]2[C@H]1CC[C@H](C)[C@]1(O)CCC(=O)[C@@]21C,-1%,-3%,1%,12%,10%,35%[activator],-7%,0%,-2%
O=c1c2ccccc2c(-c2cccc(C(F)(F)F)c2)nn1-c1ccccc1,-12%,-14%,-5%,81%[activator],39%[activator],75%[activator],5%,?,17%
Cc1ccc(/C=C2\CC(C)CC3=C2NC(=S)NC3c2ccc(C)cc2)cc1 (stereo unspecified),-1%,-7%,-1%,?,?,-18%,-30%,43%[activator],1%
O=C1c2ccccc2C(Nc2ccccc2)N1Cc1ccc2c(c1)OCO2 (stereo unspecified),-6%,-10%,6%,?,-29%,-5%,-31%,49%,0%

# An excerpt from above in order of the GLS inh value, lowest first.
canonical_smiles	PGK inhibitor	BLM helicase inh	GLS inh	G9a block	JMJD2A Tudor inh	HP1b chromo inh	BAZ2B inh	Pol iota inh	Pin1 inhibitor
C=CCN1C(=O)C(C)(C)N(C(C)=O)c2ccccc21	.	2%	-6%	11%	-12%	77%[activator]	-2%	26%	10%
CC(=O)C[C@H]1c2cc(C(F)(F)F)ccc2S(=O)(=O)N1c1ccc(N(C)C)cc1	-7%	.	0%	.	?	-1%	.	31%&8%	-5%
Clc1ccc(NCc2nncn2-c2ccccc2)cc1	-7%	-1%	21%	16%[2.33 µM]	-2%	43%[activator]	2%	-4%	-4%
